Source: PubChem (several laboratories)
dFosB activator: mouse delta FosB homodimer activation | purified delta FosB, TAMRA-CDK5 oligo fluorescence polarization; percent of positive-control signal above neutral wells | activation, % at 25 µM | 340,000 tested, 0.99% active;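 active means mean activation above about 17%, with every replicate also reaching it, limit read from the data, passing the limit was not always enough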;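 further: fluorescence polarization rise as delta FosB binds a TAMRA Cdk5 AP-1 oligo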
Target sequence (P13346 whole entry, looked up): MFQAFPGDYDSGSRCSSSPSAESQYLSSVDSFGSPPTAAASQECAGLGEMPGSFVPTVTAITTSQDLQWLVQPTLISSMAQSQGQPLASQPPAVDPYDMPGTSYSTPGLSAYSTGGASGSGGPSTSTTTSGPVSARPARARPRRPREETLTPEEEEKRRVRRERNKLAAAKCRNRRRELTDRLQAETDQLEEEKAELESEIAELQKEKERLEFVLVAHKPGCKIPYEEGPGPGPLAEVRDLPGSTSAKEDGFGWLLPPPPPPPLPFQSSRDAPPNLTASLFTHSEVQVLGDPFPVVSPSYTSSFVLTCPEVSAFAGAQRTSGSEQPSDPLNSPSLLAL
V-ATPase pHluor: regulators of yeast V-ATPase proton transport; S. cerevisiae, pHLuorin cytosolic pH fluorescence; response, % at 10 µM; 350,000 tested, 0.37% active; in the data active means response mostly above about 7.3%, no sharp cut-off; inactive means mostly below about 5.4%; further: actives read high; inactives centre near 0; some compounds called inactive have numbers as strong as hits
CDK5 p35 inh: CDK5/p35 (human) kinase inhibition; Recombinant CDK5/p35, ADP-Glo luminescence, 60 min; inhibition, % at 10 µM; 330,000 tested, 0.01% active; AID 488839;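 active means highest replicate inhibition of at least 50% and at least 75% of replicates reaching 50%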;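 further: plate controls were DMSO neutral control for no effect and GW8510 at 10 µM for full effect; many of its hits are not listed in these tables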
Target sequence (Q00535 whole entry, looked up): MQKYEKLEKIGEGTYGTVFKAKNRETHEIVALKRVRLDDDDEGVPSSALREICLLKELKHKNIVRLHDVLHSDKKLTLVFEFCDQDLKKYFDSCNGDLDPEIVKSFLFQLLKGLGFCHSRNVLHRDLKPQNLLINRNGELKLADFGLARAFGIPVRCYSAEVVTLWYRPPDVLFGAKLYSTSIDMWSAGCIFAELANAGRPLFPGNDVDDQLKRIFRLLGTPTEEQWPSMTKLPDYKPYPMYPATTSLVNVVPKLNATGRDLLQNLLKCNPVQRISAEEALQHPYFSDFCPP
Target sequence (Q15078 whole entry, looked up): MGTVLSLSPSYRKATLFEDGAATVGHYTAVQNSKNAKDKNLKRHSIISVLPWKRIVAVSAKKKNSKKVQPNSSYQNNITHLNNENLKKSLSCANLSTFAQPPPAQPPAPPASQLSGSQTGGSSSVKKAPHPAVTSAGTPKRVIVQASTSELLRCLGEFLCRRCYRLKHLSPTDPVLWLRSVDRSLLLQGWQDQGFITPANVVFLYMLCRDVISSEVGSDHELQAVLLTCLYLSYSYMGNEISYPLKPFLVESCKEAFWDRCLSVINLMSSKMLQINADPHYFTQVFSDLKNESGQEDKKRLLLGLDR
CAL PDZ FP-1: blocks peptide binding to the human CAL PDZ domain. Q9HD26. purified CAL PDZ, TMR-peptide fluorescence polarization, 1 h. inhibition, % at 24.9 µM. 300,000 tested, 0.92% active. AID 602252;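 active means mean inhibition of at least 30% with at least half of replicates also reaching 30%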;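 further: 0% = DMSO neutral control and 100% = excess unlabeled competitor peptide PRC23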
RTF Ca sens act: cardiac RTF calcium sensitization; P19429+P45379; IANBD-labeled TnC RTF fluorescence at EC20 calcium; 0% EC20 calcium, 100% full calcium; AID 493008; 340,000 tested, 0.24% active; activation, % at 7.2 µM;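 active means activation above the mean over all tested compounds plus 3 SD, cut at about 30% in these data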;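 further: rise in fluorescence read as greater calcium sensitivity of cardiac thin filaments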
CAL PDZ FP-2: human CAL PDZ-peptide interaction inhibition; Q9HD26; purified CAL PDZ, TMR-peptide fluorescence polarization, 1 h; inhibition, % at 20 µM; 330,000 tested, 0.02% active; AID 504414;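 active means highest replicate inhibition of at least 40%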;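 further: plate controls were DMSO neutral control wells for no effect and unlabeled competitor peptide control wells for full effect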
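Read-out basis: mP drop reported as inhibition | Assay system: Tagged CAL PDZ protein CerCALP, purified | Benchmarks: Unlabelled peptide for full inhibition, DMSO wells as neutral | Schedule: 1 h incubation at room temperature before polarization reading | Buffer or medium: Sodium phosphate/NaCl buffer pH 7.4 with TCEP, IgG, Thesit | Doses: Single point, 20 µM | Measured by: Fluorescence polarization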
Wnt bcat act: activates Wnt/beta-catenin signaling in a reporter cell assay; activator, plate reader; activation, % at 9.35 µM; 300,000 tested, 1.2% active; AID 743398; in the data active means activation above about 30%, passing the limit was not always enough;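 further: 0% = neutral control wells and 100% = positive control wells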
MITF TRPM1 HTS: activators of MITF-driven TRPM1 promoter activity in SK-MEL-5 cells; SK-MEL-5 TRPM1-promoter luciferase, 24 h; % of positive control, neutral wells = 0; 300,000 tested, 0.75% active; activation, % at 12.5 µM;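 active means mean activation of at least 80% with every replicate also reaching 80%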;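 further: 0% = neutral control wells and 100% = parthenolide positive control wells; values of inactives mirror those of a sister screen read the other way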
Tat export inh: blocks Tat-dependent protein export in E. coli; E. coli MC4100 TorA-mCherry Tat export, fluorescence; AID 488895; 340,000 tested, 0.036% active; inhibition, % at 10 µM;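 active means mean replicate inhibition at least 50% and at least half of replicates individually reaching 50%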;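 further: exported cargo escapes ClpAP degradation while cytoplasmic cargo is degraded and loses fluorescence; 0% = median of neutral control wells and 100% = median of NaSCN control wells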
Rtt109 HAT inh: blocks Candida albicans Rtt109/Vps75 acetyltransferase activity. purified Rtt109/Vps75, ThioGlo CoA-SH fluorescence, 4 h. 330,000 tested, 0.16% active. Q5AAJ8. inhibition, % at 34.9 µM;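 active means inhibition of at least 50% in every replicate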
Active calls of the source: *; i = inactive; x = no result given; + = active, no number.

SMILES	dFosB activator	V-ATPase pHluor	CDK5 p35 inh	CAL PDZ FP-1	RTF Ca sens act	CAL PDZ FP-2	Wnt bcat act	MITF TRPM1 HTS	Tat export inh	Rtt109 HAT inh
CCOC(=O)C(=O)NNc1ccc(C)cc1	-3.2	-0.1	-3.2	-2.0	6.0	0.0	-2.5	-9.4	1.3	3.1
Cc1ccc(C)c(-n2c3nc(=O)n(C)c(=O)c-3cc3ccccc32)c1	-5.4	1.0	-2.0	-4.0	0.9	-0.5	-0.5	2.8	-5.2	-215.0
O=C(CSc1nccn1-c1ccc(F)cc1)NCc1ccc2c(c1)OCO2	5.4	-3.5	0.8	-2.6	-1.0	-0.4	x	12.5	0.9	2.8
O=C(CCn1cnc(-c2ccccc2)c1-c1ccccc1)N/N=C/c1ccccc1O	-14.1	-1.1	-1.4	3.3	-2.5	-1.5	-6.4	-25.1	1.6	29.9
Cc1ccc(NC(=O)c2nc[nH]c2C(=O)NCc2ccccc2)cc1	-9.4	-7.3	-1.0	-3.0	-6.1	0.5	-2.6	10.3	9.3	-1.3
c1ccc(-c2nnc(SCC3CCCO3)nc2-c2ccccc2)cc1 (stereo unspecified)	-3.2	-1.0	-3.5	0.9	4.9	-1.1	-2.1	-5.1	9.5	-9.3
CCCCCOC(=O)c1c(N)n(CCOC)c2nc3ccccc3nc12	-2.1	0.5	0.2	-10.1	0.4	-1.1	-4.0	-59.6	15.8	i
CCn1c(SCC(=O)Nc2ccc3c(c2)OCCO3)nnc1-c1ccncc1	3.8	0.9	0.5	-1.3	-5.7	-1.3	0.8	5.9	-4.0	-1.5
Cc1ccc(C)c(N2C(=N)S/C(=C\c3ccc(-c4ccccc4C(=O)O)o3)C2=O)c1	-8.7	-64.3	-2.2	-1.6	-0.7	-1.4	-0.7	-2.1	-9.4	-12.8
CCOC(=O)C1=C(C)N(CCCCCC(=O)O)C(=O)NC1c1cccc([N+](=O)[O-])c1 (stereo unspecified)	-1.9	-0.6	-1.1	3.3	3.1	-1.3	-3.2	-3.3	-8.3	-3.2
C=CC[C@H](CC(=O)NCCO)C(=O)N[C@@H](COC(=O)[C@@H](CC=C)Cc1ccc(F)cc1)Cc1ccccc1	-17.4	1.9	-0.5	-1.0	2.5	-0.1	-3.2	-12.3	7.3	0.2
COCc1cc(=O)n2c(-c3ccccc3OC)n[nH]c2n1	-7.9	-0.4	1.5	-2.5	2.2	-2.1	x	-22.1	1.8	32.7
Cc1cccc(Nc2nc(-c3ccc(O)cc3O)cs2)n1	-5.7	2.4	-1.8	-1.0	3.3	-0.7	18.6	x	32.3	-3.8
Cc1ccc(OCC(O)CN2C(=O)NC(C)(C)C2=O)cc1C (stereo unspecified)	12.1	-1.6	1.4	-2.1	-1.7	0.1	-6.3	7.9	-4.5	-7.6
COc1ccccc1C/C(N)=N/OC(=O)c1cccc([N+](=O)[O-])c1	-7.3	4.8	0.3	-2.9	-2.8	-0.3	x	1.0	-4.1	-5.3
CCOc1ccc2noc3c2c1C(=O)c1ccccc1-3	-21.1	2.5	1.4	0.7	+	0.3	4.9	1.9	-8.0	-7.4
O=C(NCc1ccncc1)c1cncc(Br)c1	-8.5	-0.6	0.8	-1.5	4.2	-1.5	-0.6	-2.6	14.3	4.2
Cc1cc(C)c(S(=O)(=O)N(C)CC(=O)NCc2ccccn2)c(C)c1	0.6	12.4	-1.7	0.9	-0.7	x	-2.7	-9.0	-2.0	-1.3
CC1CC(=O)N(c2ccc(N(C)Cc3ccccc3)c([N+](=O)[O-])c2)C1=O (stereo unspecified)	1.9	-4.6	1.4	-7.1	-2.0	-2.2	13.9	-1.0	-8.8	1.1
CCOc1ccc(Br)cc1S(=O)(=O)Nc1ccccc1N1CCOCC1	-10.1	-0.9	1.2	-1.0	4.2	0.5	x	-7.6	9.9	6.5
CC1=C(C)CC2C(=O)N(c3cccc4ccccc34)C(=O)C2C1 (stereo unspecified)	-0.9	-0.9	0.5	5.1	4.4	-0.8	-0.4	-3.8	4.9	-1.0
COc1ccc(C(C)=O)cc1COC(=O)CSC(C)C(=O)Nc1cc(C)on1 (stereo unspecified)	-1.3	-3.0	1.2	2.2	0.0	-2.5	0.8	1.6	0.6	9.4
CC(C)(C)n1nnnc1C(c1cccc(C#N)c1)N1CCCc2ccccc21 (stereo unspecified)	-5.3	-1.6	0.5	0.8	1.8	-1.3	-0.5	-11.2	7.7	5.0
O=C1NC(c2ccccc2Br)=N/C1=C\c1ccco1	0.7	-2.7	1.1	4.0	2.2	0.3	70.4*	46.1	4.6	20.2
CS(=O)(=O)N(CC(=O)Nc1c(F)cccc1F)c1cccc([N+](=O)[O-])c1	4.5	0.1	0.3	-14.3	-1.1	x	x	-0.6	15.0	4.3
CCCC(C)NNC(=O)c1cc2ccccc2[nH]1 (stereo unspecified)	3.0	-0.4	0.3	-1.6	-4.9	x	x	-5.1	-3.3	0.5
COc1ccc(-c2ccc(OC)cc2C(=O)O)cc1	-0.9	-0.3	-2.8	-2.2	10.0	0.1	-5.1	x	-0.9	0.5
O=C(Nc1ccncc1)c1ccc2c(c1)C(=O)N(C1CCCCC1)C2=O	26.2*	8.4	-1.8	-0.9	8.5	-1.4	x	-11.1	-4.3	-35.1
c1ccc(CSc2ncnc3c2oc2ccccc23)cc1	-21.2	-2.8	0.0	0.9	5.8	-3.0	x	1.8	2.8	10.0
COc1c(C(=O)Nc2ccc3[nH]c(=O)[nH]c3c2)cc2ccccc2c1Br	-6.9	-0.2	-0.5	7.1	8.5	-0.2	-29.8	13.3	-3.2	8.6
CCOC(=O)N1CCN(S(=O)(=O)c2ccc(F)c(C(=O)Nc3cc(C)cc(C)c3)c2)CC1	-3.2	-0.1	0.2	-2.6	0.2	-3.2	x	-12.9	3.9	9.1
COc1ccccc1OCC(=O)N1CCCC(Nc2cccc(F)c2)C1 (stereo unspecified)	-4.2	1.7	-0.8	x	-3.1	-0.5	2.0	3.5	-3.3	-0.3
CCOc1cc(C=C2C(=O)c3ccccc3C2=O)ccc1OCC(=O)Nc1ccc(C)cc1	-3.3	-3.5	1.1	1.0	-2.1	-0.9	-5.7	-8.6	-4.3	1.3
Clc1ccc(C=NN2CCCCCC2)cc1Cl	-1.9	3.4	-3.8	-9.1	-2.3	-0.5	55.6*	56.5	5.7	-6.7
CCOC(=O)C(NC(=O)c1ccc(OC)cc1)(Nc1cc(C)on1)C(F)(F)F (stereo unspecified)	-2.5	1.2	1.4	-2.0	2.3	x	x	-0.4	-6.2	-4.1
CCOc1c(C)cc(S(=O)(=O)NCc2cccnc2)c(C)c1C	0.5	0.9	-0.7	-3.8	2.2	-10.4	0.5	-9.6	5.7	12.3
Cc1cc(C)c(C)c(S(=O)(=O)NCc2ccc(C(=O)N3CCOCC3)cc2)c1C	-8.4	-1.5	-1.1	x	0.8	-0.6	-0.2	-2.0	0.9	-0.1
N#CCOc1ccccc1CNC[C@H]1O[C@@H](n2cnc(C(N)=O)n2)[C@H](O)[C@@H]1O	2.1	1.9	1.2	-3.4	2.0	0.6	-1.8	-2.6	8.7	1.9
Cc1cc(C)n(-c2cc(N3CCN(S(=O)(=O)c4ccc(Br)cc4)CC3)ccc2[N+](=O)[O-])n1	-5.5	-4.7	1.5	-2.7	-2.2	-2.5	x	-16.3	-3.5	2.4
O=C(Cc1c(O)c2ccccc2[nH]c1=O)NCc1ccccc1F	3.5	-0.9	0.2	-4.0	-6.2	1.1	-1.1	x	-7.5	1.6
Cc1cc([N+](=O)[O-])cnc1N1CCOCC1	-2.8	-0.7	1.3	-3.7	-4.4	-1.9	x	0.1	4.1	x
CN(C(=O)CS(=O)(=O)c1cn(CC(=O)N2CCCCC2)c2ccccc12)c1ccccc1	-11.1	3.4	1.0	-0.1	-3.5	-2.1	2.1	5.7	-5.9	-3.0
OC(COCc1ccco1)CN1CCN(c2ccccc2)CC1 (stereo unspecified)	5.2	-0.7	-0.3	-2.4	11.5	-1.4	x	-10.0	15.5	-3.2
Cc1ccc(C)c(N(CC(=O)NN=C2CCCCCCC2)S(C)(=O)=O)c1	-2.2	2.5	-0.8	-7.1	-0.6	-0.2	0.6	-5.5	-7.7	7.5
CN(CC(=O)Nc1ccc(F)cc1)C(=O)COC(=O)CNC(=O)c1sc2ccccc2c1Cl	14.4	7.3	2.7	-1.5	1.0	-0.9	-2.9	1.9	4.5	-3.0
CCOc1cccc(C(=O)Nc2ccc(N3CCN(S(C)(=O)=O)CC3)cc2)c1	-3.1	-4.6	-4.4	x	6.2	0.6	x	x	-6.1	0.3
Cc1cc(C)c(NC(=O)CS(=O)CC(=O)NCC2CCCO2)c(C)c1 (stereo unspecified)	1.0	-0.4	-0.4	1.5	4.6	-0.6	x	x	4.1	-6.0
CC(C)c1ccc(NC(=O)Cn2nnc(C(=O)NCc3ccc4c(c3)OCO4)c2N)cc1	30.9*	-2.1	-1.3	-14.8	1.0	-2.2	-3.2	-6.0	-4.2	-3.1
CCc1nnc(NS(=O)(=O)c2ccc(NC(=O)c3ccccc3O)cc2)s1	1.9	3.0	-0.2	7.2	6.2	-0.1	0.4	12.6	-6.8	-8.8
O=C(OCc1cc(=O)n2cc(Br)ccc2n1)C1COc2ccccc2O1 (stereo unspecified)	-3.0	-4.8	-1.9	-1.8	3.3	-1.2	-0.5	-4.0	-5.6	3.1
CCC(CC)c1nnc(NC(=O)C2COc3ccccc3O2)s1 (stereo unspecified)	-1.1	-1.7	-0.2	x	2.3	-0.9	x	71.4	2.7	-0.8
O=C1COc2ccc(C(=O)CSc3nnc(Cc4cccs4)n3-c3ccc(Cl)cc3)cc2N1	-13.7	7.8	-2.5	3.5	-1.2	-1.1	x	-3.4	4.8	1.1
COC(=O)c1ccc(CNC(=O)COc2ccccc2Br)o1	0.9	-5.7	0.7	-1.0	-5.1	-3.1	x	2.9	7.0	x
CCOC(=O)c1sc(Nc2ccc(Br)cc2)nc1C	-14.3	0.9	0.3	-0.8	-4.9	-0.4	28.5	51.4	-6.0	5.5
CCCC(=O)Nc1ccc(C(=O)N2CCCC2)cc1	2.4	-4.5	0.5	1.1	9.7	-1.6	7.1	-5.7	-5.3	6.0
COc1ccccc1CCN=C(N)NS(=O)(=O)c1ccc(C)cc1	-8.6	-1.2	-1.3	-0.9	-1.1	-1.9	-2.1	-9.2	1.4	0.2
COc1ccc(N2CCN(C(=O)c3c(-c4c(F)cccc4Cl)noc3C)CC2)cc1	-5.6	2.8	0.2	-6.3	0.7	-0.7	1.3	-17.9	1.3	-8.7
COc1ccc(N2CCN(C(=O)CSc3nnc(-c4ccc5[nH]c(C)c(C)c5c4)o3)CC2)cc1	-6.1	4.7	-1.3	-2.6	-0.4	-1.7	x	-2.0	-0.7	x
